Screens as filed in PubChem.
GC-B act: GC-B (human) receptor activation. HEK293-GC-B cells, CNP EC30, cGMP TR-FRET; 0% at EC30 CNP, 100% saturating CNP. P20594. 370,000 tested, 0.11% active. activation, % at 10 µM;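 active means activation at 10 µM reaching about 35% in either raw or pattern-adjusted values, limit read from the data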
rCAG RNA binder: r(CAG) repeat RNA binding; TO-PRO-1 dye displacement fluorescence; 370,000 tested, 1.3% active; AID 651821; inhibition, % at 3 µM;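 active means inhibition above the plate cutoff, the mean of all test compounds on that plate plus 3 SD, cut at about 35% in these data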;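 further: 0% = DMSO alone and 100% = 100 µM mitoxantrone as full dye displacement; higher means more dye released from RNA so lower well fluorescence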
PRMT1 inh: inhibitors of human PRMT1; AID 652257; recombinant PRMT1, activity-based probe fluorescence polarization; 370,000 tested, 1.3% active; Q99873; inhibition, % at 2.79 µM;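 active means inhibition above about 21% made by adding two undisclosed values, limit read from the data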
ABHD4 inh: inhibits mouse alpha/beta hydrolase domain 4; purified mABHD4, FP-Rh probe fluorescence polarization; inhibition, % at 8.92 µM; 370,000 tested, 0.54% active;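 active means inhibition exceeding the mean over every tested compound plus 3 SD, cut at about 30% in these data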;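 further: 0% = plate median of compound wells and 100% = S159A mutant with DMSO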
Target sequence (Q8VD66 whole entry, looked up, the tested form may be a part): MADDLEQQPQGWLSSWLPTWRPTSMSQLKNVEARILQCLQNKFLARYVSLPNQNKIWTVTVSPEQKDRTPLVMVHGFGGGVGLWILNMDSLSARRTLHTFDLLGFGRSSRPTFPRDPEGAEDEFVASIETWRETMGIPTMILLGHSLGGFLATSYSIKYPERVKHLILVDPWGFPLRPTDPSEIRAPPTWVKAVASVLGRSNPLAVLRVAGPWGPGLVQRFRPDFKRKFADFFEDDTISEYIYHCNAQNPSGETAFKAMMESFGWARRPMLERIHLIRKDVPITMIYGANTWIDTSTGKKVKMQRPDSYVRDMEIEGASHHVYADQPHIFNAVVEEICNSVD
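Assay system: mouse ABHD4 enzyme, wild type / Also added: fluorescent activity-based probe FP-Rh / Doses: single nominal dose of 8.92 µM, 0.89% DMSO final / Timing: 45 min compound pre-incubation plus 60 min probe step, 25 °C / Signal: FP readout, ex 525 nm / em 598 nm / Control set: S159A mutant/DMSO as 100%, compound-well median as 0%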
HTRA1 inhibitor: blocks human HTRA1 serine peptidase | Q92743 | recombinant HTRA1, FP-rhodamine activity-based probe, fluorescence polarization | inhibition, % at 5.96 µM | 340,000 tested, 0.5% active; in the data active means inhibition above about 36%;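 further: 0% = enzyme with DMSO and 100% = wells lacking enzyme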
UHRF1 MBD2 ctr: UHRF1 methyl-DNA binding inhibition; inhibition, % at 4.4 µM; 370,000 tested, 0.75% active; UHRF1 binding to methylated oligo, TR-FRET; Q96T88; in the data active means inhibition above about 21%;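 further: UHRF1 SRA domain binding a hemimethylated CpG hairpin DNA probe; 0% = median of test compound wells and 100% = reference inhibitor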
GC-A act: GC-A (human) enzyme activation; P16066; HEK293 GC-A cells, cGMP TR-FRET, EC30 ANP; 0% at EC30 ANP, 100% saturating ANP; activation, % at 10 µM; 370,000 tested, 0.14% active; AID 1671463; in the data active means activation above about 40%
MBD2 DNA inh: MBD2-methylated oligo binding inhibition. Q9UBB5. TR-FRET, MBD2 binding to methylated oligonucleotide. inhibition, % at 4.4 µM. 370,000 tested, 0.31% active; in the data active means inhibition above about 13%
Target sequence (Q9UBB5 whole entry, looked up): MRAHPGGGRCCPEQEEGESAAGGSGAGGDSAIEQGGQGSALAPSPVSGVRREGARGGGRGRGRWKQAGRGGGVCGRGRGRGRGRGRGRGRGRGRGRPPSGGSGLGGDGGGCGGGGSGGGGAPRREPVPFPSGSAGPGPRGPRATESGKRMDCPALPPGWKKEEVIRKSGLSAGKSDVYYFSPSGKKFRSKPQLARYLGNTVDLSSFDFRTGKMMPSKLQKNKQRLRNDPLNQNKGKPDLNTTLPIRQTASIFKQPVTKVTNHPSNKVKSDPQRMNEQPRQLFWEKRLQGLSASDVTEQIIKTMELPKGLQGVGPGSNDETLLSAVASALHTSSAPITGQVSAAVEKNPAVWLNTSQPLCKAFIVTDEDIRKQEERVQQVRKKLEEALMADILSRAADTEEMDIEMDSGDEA
TCR-CD3 inh: blocks the human TCR-CD3 interaction | AID 651800 | TAMRA-labeled TCR probe fluorescence, biochemical | 360,000 tested, 0.37% active | inhibition, % at 9.4 µM; in the data active means inhibition above about 19%;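 further: recombinant mutant TCR 2C K166C tagged with TAMRA read by polarization; 0% = receptor in buffer alone and 100% = receptor with positive control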
SIAE primary: blocks human sialic acid acetylesterase. AID 1053197. 370,000 tested, 0.69% active. SIAE FP-Rh probe binding, fluorescence polarization. Q9HAT2. inhibition, % at 9.66 µM;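 active means inhibition above a cutoff: mean of compounds within the control limits plus 3 SD of those, cut at about 17% in these data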;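 further: 0% = plate median of compound wells and 100% = probe without SIAE protein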
The depositor's hits bear a star; · = not tested or not shown; & = joins results of further samples. An excerpt. The share of hits here may be higher or lower than overall.

SMILES	GC-B act	rCAG RNA binder	PRMT1 inh	ABHD4 inh	HTRA1 inhibitor	UHRF1 MBD2 ctr	GC-A act	MBD2 DNA inh	TCR-CD3 inh	SIAE primary
Cc1ccc(C)c(NC(=S)N2CCN(S(=O)(=O)c3ccccc3)CC2)c1	2	0	-3	-4	-2	-1	5	2	2	2
O=c1c(Cc2c(F)cccc2Cl)c(O)ccn1CCCn1ccnc1	0	1	-2	0	3	-2	3	2	5	3
Cc1sc2nc(C3CCCCC3)nc(SCC(=O)N3CC(=O)Nc4ccccc43)c2c1C	-11	0	-1	5	-7	16	-5	4	-6	-4
NC(=O)C1CCN(C(=O)c2ccc(NS(=O)(=O)c3ccc(Br)s3)cc2)CC1	-1	7	-2	-1	-5	-2	3	1	-1	5
O=C(CN(C(=O)c1csnn1)c1cccc2ccccc12)NC1CCCC1	-1	2	-3	-2	-3	2	1	-4	4	-1
CCc1ccc(NC(=O)Nc2ccsc2C(=O)OC)cc1	-2	0	-4	-16	-23	0	4	1	3	-8
CCCN1CCN(CCCNC(=O)c2ccccc2NC(=O)C2=C(C)OCCS2)CC1	3	-8	-4	-1	2	1	-3	0	-2	2
COc1ccc(C(C)=O)cc1COC(=O)Cc1cc(OC)c(OC)c(OC)c1	0	2	2	0	2	3	-3	2	-4	0
CC(C)[C@H](NC(=O)C1CC1)C(=O)N1CCC[C@H]1C(=O)NCc1ccccc1	-4	1	1	7	·	-4	3	4	-1	8
Cc1ccc(N2CC(C)Cn3c2nc2c3c(=O)n(CC(=O)OCc3ccccc3)c(=O)n2C)cc1C (stereo unspecified)	7	1	-1	0	9	1	0	3	-4	1
FC(F)(F)c1cnc(N2CCSCC2)c(Cl)c1	1	-3	1	4	-2	0	5	4	-4	9
Cc1ccc(-n2c(=S)sc3c(=O)n(-c4ccccc4F)c(SCC(=O)O)nc32)cc1C	3	47*	-2	-2	-11	-3	0	2	2	-4

Ordered by heavy-atom count (smallest number first): some entries from above.
SMILES	GC-B act	rCAG RNA binder	PRMT1 inh	ABHD4 inh	HTRA1 inhibitor	UHRF1 MBD2 ctr	GC-A act	MBD2 DNA inh	TCR-CD3 inh	SIAE primary
FC(F)(F)c1cnc(N2CCSCC2)c(Cl)c1	1	-3	1	4	-2	0	5	4	-4	9
CCc1ccc(NC(=O)Nc2ccsc2C(=O)OC)cc1	-2	0	-4	-16	-23	0	4	1	3	-8
Cc1ccc(C)c(NC(=S)N2CCN(S(=O)(=O)c3ccccc3)CC2)c1	2	0	-3	-4	-2	-1	5	2	2	2
O=C(CN(C(=O)c1csnn1)c1cccc2ccccc12)NC1CCCC1	-1	2	-3	-2	-3	2	1	-4	4	-1

Next structures.
SMILES	GC-B act	rCAG RNA binder	PRMT1 inh	ABHD4 inh	HTRA1 inhibitor	UHRF1 MBD2 ctr	GC-A act	MBD2 DNA inh	TCR-CD3 inh	SIAE primary
O=C1NC(C(F)(F)F)(C(F)(F)F)N=C2SC=CN12	6	0	-1	-1	3	-2	3	2	4	2
CN(C)CCCNS(=O)(=O)c1ccc(N2CCC(c3ccc(Cl)cc3)=N2)cc1	-13	14	-3	14	·	-11	6	-1	-3	2
CC(=O)COc1ncn(-c2ccccc2)n1	-3	8	6	11	1	5	-5	-5	-5	2
Cc1c(NC(=O)N2CCCCCC2)c(=O)n(-c2ccccc2)n1C	4	-3	-1	3	3	0	2	0	-4	-4
COC(=O)[C@]12C[C@H](CC(=O)NCc3cccc(C(F)(F)F)c3)C(=O)N(CCC3=CCCCC3)C1=C[C@H](C(C)(C)C)O[C@@H]2C	0	4	-6	-2	·	-2	2	6	4	-7
CCCNC(=O)COC(=O)c1cc(SC)ccc1Cl	3	-4	2	-7	-1	0	3	1	-5	-2
Cc1cc2c(cc(C(=O)OC(C(=O)NC3CCCCC3)C(C)C)n2C)o1 (stereo unspecified)	1	-1	3	0	-11	-3	-1	0	-7	7
CC(=O)Nc1ccc(SCc2ncc(-c3ccccc3)o2)cc1	-10	-4	22*	1	-12	2	-1	2	0	7
CC(C)N1CCc2c(sc(NC(=O)C3CCCCC3)c2C(N)=O)C1	0	1	-5	-2	0	7	1	3	-4	3
CCC1(C(=O)NC(=Nc2ccccc2)Nc2ccccc2)CCOC1=O (stereo unspecified)	-5	1	-3	-4	11	3	2	-6	0	11
CCOC(=O)c1c(NC(=O)Cc2cccs2)sc(C)c1C	0	5	-1	0	-26	5	2	-5	-3	0
CN(C)c1ccc(NC(=O)C(=O)NCCOc2ccccc2)cc1	0	-1	-4	-1	4	-3	0	3	6	2
COc1ccccc1NC(=O)NC1(C(=O)N2CCOCC2)CCCCC1	0	-1	2	6	4	-1	3	10	-1	-1
COc1cc(CN2CCSCC2)c([N+](=O)[O-])cc1OC	0	-7	3	10	2	2	3	1	-5	0
CCOC(=O)Cn1c(=NC(=O)CSC(C)=O)sc2cc(OC)ccc21	-3	7	5	-11	2	3	0	7	3	-13
Cc1cc(-c2ccco2)n(CC(=O)NCCN(C)C)n1	5	-2	-1	1	0	0	0	-5	4	4
Cc1cc(C(=O)CN2C(=O)C(=O)N(Cc3ccccc3)C2=O)c(C)n1Cc1ccccc1	3	16	-1	-9	-17	0	-2	-3	0	-2
CC(C)N(C(=O)C[n+]1ccc(/C=N/O)cc1)C(C)C	6	1	-4	-1	1	-1	1	1	6	7
O=C(CCN1C(=O)c2ccccc2S1(=O)=O)Nc1ccc(F)c(F)c1F	-3	-2	-2	-4	2	-2	0	3	0	6
COCCCNC(=O)c1ccc2c(=O)n(Cc3ccc(Cl)cc3)c(=S)[nH]c2c1	-3	-1	3	-11	-9	-1	4	4	-8	-9
C/C(=N\NC(=O)c1cccc(S(=O)(=O)N2CCOCC2)c1)c1ccc(C#N)cc1	-1	2	-1	0	0	12	-2	4	-6	-8
COCCNC(=O)COc1cc(=O)n(C)c2ccccc12	-2	2	2	4	-1	0	0	-7	7	0
CN(C(=O)COC(=O)c1cc[n+]([O-])cc1)c1ccccc1	-1	1	1	9	4	2	1	-2	-7	2
Cc1cc(C)cc(-n2ccn(CC(=O)NCCc3ccccc3)c(=O)c2=O)c1	0	-4	1	6	1	-2	0	4	-1	0
CCNc1cc(=O)n(C)c(=O)n1C	-6	-1	0	-2	1	3	1	4	-6	1
Cc1cc(C)c(-c2cc(NC(=O)COC(=O)c3ccc(NC(=O)CC#N)cc3)n(-c3ccccc3)n2)cc1C	-4	-60	1	-82	-52	26*	-5	11	61*	-145
C[C@@H]1CN([C@H](C)CO)C(=O)CCCn2nncc2CO[C@H]1CN(C)C(=O)OCc1ccccc1	-1	-3	4	11	4	-1	3	0	3	16
O=C(COc1ccc(C(=O)c2ccccc2)cc1)NC1CCCCC1	0	-5	-2	2	0	1	1	0	7	-2
C=CCNC(=O)COC(=O)COc1ccc(Cl)cc1	-4	1	-2	-2	-1	-2	2	-2	3	0
CC1CC(C)CN(C(=O)CCC(=O)Nc2nnc(C3CCCCC3)s2)C1 (stereo unspecified)	-1	-5	-2	4	1	-1	2	-3	2	-4
CCc1ccccc1NC(=O)Cn1nc(C)n2cccc2c1=O	5	-2	2	2	8	0	2	-2	2	-3
COc1cccc(CN(C)C(=O)c2ccc(S(=O)(=O)Nc3ccccc3F)cc2)c1OC	2	0	4	-1	-2	2	4	4	-5	2
Cc1nc2ccc(NC(=S)NC3CC3)cc2nc1C	-3	1	0	3	1	-1	3	-8	2	7
CCOC(=O)c1cc2c(=O)n3cccc(C)c3nc2n(CC2CCCO2)c1=NC(C)=O (stereo unspecified)	-2&-6	-1&0	-3&-3	3&4	8&0	-1&1	3&-1	-8&-1	1&1	5&4
CC(C)C(=O)Nc1cccc(NC(=O)c2cccc(Br)c2)c1	-2	-2	0	-5	-32	-2	-1	-6	-6	2
C=CCc1ccccc1OCCOc1ccc([N+](=O)[O-])cc1/C=N/NC(N)=O	-10	5	1	-3	-1	-1	-11	2	3	-3
COc1ccc(C(C)=O)c(OC(=O)c2ccco2)c1	2	-2	10	0	5	6	3	2	-1	2
CCCS(=O)(=O)N1CCCC(C(=O)NCCCN(CC)c2cccc(C)c2)C1 (stereo unspecified)	3	-2	-3	-5	8	-2	3	-1	-4	2
O=C(COC(=O)c1ccc(Br)c(S(=O)(=O)N2CCOCC2)c1)NCC1CCCO1 (stereo unspecified)	6	-1	2	-5	4	1	-3	0	-5	-6
NC(=O)COc1ccc(NC(=O)OCc2ccccc2)cc1	-6	0	0	-7	-4	2	-1	-4	-8	1
CCC(NS(=O)(=O)c1ccc2c(c1)Cc1cc(S(=O)(=O)NC(CC)C(=O)O)ccc1-2)C(=O)O (stereo unspecified)	1	5	-1	1	1	2	4	1	5	0
Cc1noc(C)c1COc1ccccc1C(=O)NNC(=O)c1ccccc1F	3	1	-2	6	3	-1	-1	3	-1	10
O=C(COC(=O)c1c(Cl)cccc1Cl)NCc1cccs1	-5	2	0	-3	-6	-1	-3	-3	6	4
Cc1ccc(Sc2ccc(NC(=O)CCl)cc2)c(C)c1	-7	-3	1	-12	·	0	1	7	3	-6
COc1cccc(CNC(=O)C2CCN(S(=O)(=O)c3cccs3)CC2)c1	0	-2	4	-8	-4	-2	-3	-5	-1	1
Cc1c(C(=O)NCc2ccc(C#N)cc2)sc(=O)n1Cc1ccccn1	1	0	5	0	·	0	-11	1	-4	-4
CC(=O)Nc1ccc(S(=O)(=O)n2cnc(C)c2)cc1	7	0	0	4	6	11	1	-1	2	-1
O=C(c1cccc([N+](=O)[O-])c1)N1CCN(c2cccc(Cl)c2)CC1	0	-1	-4	-5	-2	0	-1	-4	1	-1
Cc1ccc(C(=O)NNC(=O)C(C)Oc2ccccc2F)cc1S(=O)(=O)N1CCOCC1 (stereo unspecified)	-2	0	2	1	-4	0	0	5	-1	-3
COc1ccc([C@H]2CC(=O)C=C(c3ccc(C)c(F)c3)C2)cc1	-1	-4	-1	-5	-40	-1	1	2	-1	12
COCc1nnc(NC(=O)CCSc2ccccc2)s1	4	-1	0	2	-3	-3	4	-9	2	-3
COC(=O)c1[nH]c2c(c1C)C(=O)CC(c1cc(OC)ccc1OC)C2 (stereo unspecified)	-2	1	10	-13	-9	3	-5	9	-9	-13
CC(C1CC2CCC1C2)n1c(-c2cccs2)n[nH]c1=S (stereo unspecified)	-2	8	0	-3	-2	-1	5	6	-2	-3
COc1ccccc1NS(=O)(=O)c1ccc(C)c(C(=O)Nc2ccc(S(=O)(=O)Nc3onc(C)c3C)cc2)c1	2	63*	-3	5	3	-2	-2	2	0	1
COc1ccc(CCN2CCCC(CN(C)C(=O)c3cc(C)oc3C)C2)cc1 (stereo unspecified)	-7	-7	0	5	6	-1	-3	1	-1	6
CCOc1cc(Cl)c(S(=O)(=O)NCCCn2ccnc2)cc1Cl	-2	6	-1	-6	2	-3	3	2	6	8
COc1ccc(-c2c3c(cc4ncn(Cc5ccccc5)c24)COC3=O)cc1	-7	-4	0	0	-5	0	4	0	1	2
Cc1cccc(N=C2NC(=O)/C(=C/c3cccn3C)S2)c1C	-2	7	-4	-3	5	-2	4	0	-2	-18
O=C(O)c1ccc(N2C(=O)c3ccccc3C2=O)cc1[N+](=O)[O-]	-1	2	6	-8	4	3	2	5	-4	-6
CC1CCCCN1CCCNC(=O)c1ccc2c(=O)n(CCc3ccccc3)c(=O)[nH]c2c1 (stereo unspecified)	1	13	0	-10	-7	1	5	8	2	-5
Cc1cccc(Nc2ncnc3onc(-c4cccc(Cl)c4)c23)c1C	-3	-3	-2	-1	-33	24*	-2	-1	3	-1
Cc1ccc(C(=O)N2CCN(c3ncccn3)CC2)c(C)c1	2	-5	-1	0	-3	-2	2	1	6	10
